# Source: PubChem
# Rac1 GTP hydrolysis – MgcRacGAP GTPase-activating activity inhibitors, confirmation, biochemical, ADP Hunter fluorescence; AID 624330; MgcRacGAP-stimulated Rac1 GTP hydrolysis, ADP Hunter fluorescence; higher % means a stronger effect; GST-tagged Rac1 F28L mutant substrate; one-dose inhibition, % at 30 µM; IC50 in µM for titrated hits; 340,000 compounds, 0.6% hits;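 active = first-screen hits whose inhibition reached a set limit at any dose in the follow-up dose series; inconclusive = inhibition above the set first-screen limit but never retested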;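 note: fluorescence reports GDP produced by GAP-driven GTP hydrolysis; strong numbers were not always called active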
# RSV antiviral HEp-2 – RSV antiviral activity via CPE protection, HEp-2 cells, primary 10 µM value included (AID 2391); CPE inhibition, % at 10 µM; hits with a dose series show IC50 in µM; 310,000 compounds, 0.13% hits; HEp-2 cells, RSV-induced CPE inhibition; higher % means a stronger effect; in the data active = a potency from the dose series; inconclusive = CPE inhibition mostly from about 23% at the one dose, without a potency; inactive = the rest, 99 in 100 with CPE inhibition below about 21%; note: strong numbers were not always called active
# TNAP activators – stimulation of alkaline phosphatase TNAP activity – biochemical, luminescent, no phosphate acceptor, uHTS, primary screen (AID 1001). purified TNAP, luminescent activation assay, no phosphate acceptor; higher activation fold means a stronger effect. activation fold at 20 µM; hits with a dose series show EC50 in µM. 200,000 compounds, 0.03% hits; in the data active = activation fold from about 3, or a potency from the dose series; inactive = the rest, 99 in 100 with activation fold below about 1.6; note: many of its hits are not listed in these tables
# Myeloid diff 2 – promotes myeloid progenitor differentiation. ER-HoxA9 myeloid progenitors, lysozyme-GFP differentiation, flow cytometry. 360,000 compounds, 1% hits. calls only at 10 µM;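 active = normalized GFP-positive differentiation at or above the plate's own cutoff, the solvent-only control mean plus 3 SD; inconclusive = no clear call, values can overlap the other calls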;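 note: cells exposed to compound for four days before flow analysis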
# T cell modulator – modulates CD8 T cell binding to vesicles; 2C CD8+ T cell-vesicle binding, flow cytometry; hits give low values; calls only at 7 µM; 330,000 compounds, 0.068% hits;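 active = response, share of CD8 T cells binding vesicles, and their 90th percentile fluorescence all below set limits, cut at about 80% in these data, passing the limit was not always enough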
#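 Test system: purified 2C TCR transgenic mouse naive CD8+ T cells. Probe or stimulus: QL9-peptide-loaded Drosophila micro-vesicles bearing Ld, ICAM-1 and B7-1. Incubation: binding step 1.5 h, 37 °C, antibody labelling 20 min, ice. Measured by: flow cytometry of vesicle-bound cells.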
# SV40 large T antigen – SV40 large T antigen inhibitors, biochemical (AID 1903); 310,000 compounds, 0.39% hits; one-dose inhibition, % at 20 µM; IC50 in µM for titrated hits; SV40 large T antigen ATPase/helicase inhibition assay; higher % means a stronger effect; in the data active = a potency from the dose series; inconclusive = inhibition mostly from about 32% at the one dose, without a potency; inactive = the rest, 99 in 100 with inhibition below about 32%; note: strong numbers were not always called active
# NTR1 ag – agonists of NTR1, primary screen, imaging, U2OS cells, beta-arrestin-GFP, high content (AID 493036). NTR1-U2OS beta-arrestin-GFP spot imaging, agonist mode. activation, % at 20 µM. P30989. 330,000 compounds, 0.17% hits;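 active = activation at or above 40% of the spot to cytoplasm intensity ratio, with at least 20 cells analyzed; inconclusive = wells under 20 cells, flagged as cytotoxic or low count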;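 note: 0% = DMSO without peptide and 100% = 100 nM NTR1 peptide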
# Target sequence (P30989 whole entry, looked up): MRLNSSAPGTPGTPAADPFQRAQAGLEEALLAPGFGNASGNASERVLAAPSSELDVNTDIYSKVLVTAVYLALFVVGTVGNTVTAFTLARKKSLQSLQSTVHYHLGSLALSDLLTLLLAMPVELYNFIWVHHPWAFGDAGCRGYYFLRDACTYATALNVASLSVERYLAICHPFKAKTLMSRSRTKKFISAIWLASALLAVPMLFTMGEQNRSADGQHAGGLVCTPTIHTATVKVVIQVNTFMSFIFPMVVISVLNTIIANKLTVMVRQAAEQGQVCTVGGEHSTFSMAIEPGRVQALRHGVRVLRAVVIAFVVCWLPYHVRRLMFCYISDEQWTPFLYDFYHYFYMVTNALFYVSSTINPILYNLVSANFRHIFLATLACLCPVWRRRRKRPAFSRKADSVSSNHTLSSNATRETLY
# UTI89 phage lysis – protection from phage-mediated lysis, alamar blue read-out – E. coli UTI89, K1F phage, bacterial capsule biogenesis inhibitors (AID 488966); inhibition, % at 100 µM, or IC50 in µM where a hit was titrated; 340,000 compounds, 0.02% hits; E. coli UTI89 K1F phage lysis, alamar blue, 2 h; higher % means a stronger effect;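 active = phage lysis inhibition, versus mean bacterial control, above a set limit; inconclusive = no clear call, values can overlap the other calls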;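 note: capsule biogenesis inhibitors block K1F phage lysis so surviving cells raise fluorescence; higher fluorescence means more inhibition of phage lysis; actives were called in the ten point dose series up to 300 µM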
# Salmonella PhoP GFP – inhibitors of PhoP regulon expression, primary screen, Salmonella Typhimurium, GFP reporter (AID 1863); S. Typhimurium PhoP-regulated promoter GFP reporter, 4 h; higher % means a stronger effect; one-dose inhibition, % at 50 µM; IC50 in µM for titrated hits; 300,000 compounds, 0.16% hits;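 active = inhibition over 29.93%, a cutoff 3 SD above the screen mean, later confirmed by dose response; inconclusive = inhibition over 29.93% but no dose response follow-up; inactive = inhibition at most 29.93% or unconfirmed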;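 note: 0% = low Mg2+ inducing control and 100% = high Mg2+ repressing control; strong numbers were not always called active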
# T cell modulator vesicle-bound % – second read-out of T cell modulator, no call of its own (marks repeat the call); double positive events, %; measured here: CD8+ vesicle-bound cell fraction;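 binding gate set so that unloaded-vesicle control wells show 10% double positive cells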
# NTR1 ag cell count 20 µM – further read-out of NTR1 ag, marked with its call; cell count; measured here: cell count, cytotoxicity flag
# Myeloid diff 2 GFP+ MAC1+ % – further read-out of Myeloid diff 2, marked with its call; GFP+ MAC1+ double positive, %; measured here: differentiation confirmed by MAC1 staining
# * hit, by the source's call; i = inactive; u = inconclusive; x = no result given; + = active, no number; [ ] = dose if it differs, or a comment. Not a hit list; overall some 2.3% were active at least once.
molecule	Rac1 GTP hydrolysis	RSV antiviral HEp-2	TNAP activators	Myeloid diff 2	Myeloid diff 2 GFP+ MAC1+ %	T cell modulator	T cell modulator vesicle-bound %	SV40 large T antigen	NTR1 ag	NTR1 ag cell count 20 µM	UTI89 phage lysis	Salmonella PhoP GFP
CCc1nnc(NC(=O)CSc2nnc(COc3ccccc3)n2-c2ccc(C)cc2)s1	8%	-0.2%	1	i	1.2	i	32	10%	-1.1	87	0.0%	-6%
O=C(NN=C1CCCCCC1)c1cc(-c2ccccc2)nc2ccccc12	4%	2.5%	1	i	0.0	i	28	5%	2.2	53	1.9%	24%
NNC(=O)/C(=C/c1cccs1)NC(=O)c1ccccc1Cl	8%	3.1%	1	i	0.1	i	32	10%	-1.2	59	-0.1%	-2%
Cc1cccc(NC(=O)CNC(=O)c2cccc(S(=O)(=O)NCc3cccs3)c2)c1C	-6%	1.7%	x	i	0.2	i	43	x	0.3	60	-0.2%[50 µM]	x
O=C(Nc1ccnc(-c2cccnc2)n1)c1cccc(Cl)c1Cl	0%	-0.7%	1	i	1.2	i	44	-2%	5.1	101	0.1%	-2%
CCN(CC)N=Nc1ccc(S(=O)(=O)N2CCSC2C(=O)O)cc1 (centres undefined)	2%	0.3%	1.1	i	0.2	i	61	-4%	2.1	92	1.7%	-2%
CCn1nccc1C(=O)Nc1cc(Cl)cc(Cl)c1	4%	-0.9%	1	i	0.8	i	4	20%	1.5	107	-0.4%	-1%
CC(=O)C[C@H](O)CC(=O)[C@H]1OC(=O)[C@H](C)C/C=C\Cc2ccccc21	-1%	-1.0%	x	i	0.9	i	7	x	-1.5	55	0.4%	x
COC(=O)c1ccc(CO/N=C/c2ccc(OC)cc2OC)cc1	10%	2.9%	x	i	0.7	i	45	-1%	2.2	93	0.0%	-1%
CCCOc1cccc(C(=O)Nc2ccc(CN3CCOCC3)cc2)c1	3%	6.8%	x	i	0.1	i	56	11%	2.1	62	0.4%	-2%
Cc1cccn2c(=O)c3cc(C#N)c(=NC(=O)c4cccnc4)n(CC4CCCO4)c3nc12 (centres undefined)	12%	-1.2%	x	i	0.7	i	14	x	3.2	40	0.3%	x
Cc1cc(C)cc(OC(C)C(=O)Nc2ccc(S(=O)(=O)Nc3cc(C)nc(C)n3)cc2)c1 (centres undefined)	9%	4.5%	x	i	0.6	i	34	25%	0.2	57	1.0%[50 µM]	14%
O=[N+]([O-])c1ccc(Nc2cccc(F)c2)nc1	4%	7.2%	1	i	1.6	i	2	3%	0.4	34	0.0%	15%
COc1ccc(N(CC(=O)N2CCN(C)CC2)S(C)(=O)=O)cc1OC	1%	0.8%	1.2	i	0.8	i	33	2%	0.4	60	0.9%	-4%
COC(=O)c1cc(NS(=O)(=O)c2ccc(Cl)c(N3C(=O)c4ccc(C(=O)O)cc4C3=O)c2)cc(C(=O)OC)c1	-5%	-0.6%	x	i	0.4	i	55	11%	0.6	59	0.1%	-4%
CCN(CC)S(=O)(=O)c1ccc(OC)c(NC(=O)C2CC(=O)N(c3ccc4c(c3)OCCO4)C2)c1 (centres undefined)	6%	2.0%	x	i	1.1	i	35	5%	0.0	39	0.3%	1%
CCC(Oc1ccccc1)C(=O)Nc1nnc(S(=O)(=O)N2CCCC2)s1 (centres undefined)	1%	1.6%	x	i	1.6	i	38	x	0.3	67	0.1%	x
COc1cc(OC)c2c(C)cc(=O)oc2c1C(CCN1CCOCC1)c1ccc2c(c1)OCO2 (centres undefined)	12%	-2.5%	x	i	1.6	x	x	1%	-3.4	79	0.7%	2%
CCOc1ccccc1CNS(=O)(=O)c1ccc(-c2cnc(C3CC3)o2)cc1	15%	8.6%	x	u	x	i	12	31%	5.8	58	0.0%	0%
CC1CN(c2ccc(NC(=S)NNCCC#N)cc2)CC(C)O1 (centres undefined)	15%	0.7%	x	i	0.8	i	18	20%	-0.8	64	-1.0%	2%

# The results go on:
molecule	Rac1 GTP hydrolysis	RSV antiviral HEp-2	TNAP activators	Myeloid diff 2	Myeloid diff 2 GFP+ MAC1+ %	T cell modulator	T cell modulator vesicle-bound %	SV40 large T antigen	NTR1 ag	NTR1 ag cell count 20 µM	UTI89 phage lysis	Salmonella PhoP GFP
CCOc1ccc(OCCC(=O)N2CCN(S(=O)(=O)c3cccc(F)c3)CC2)cc1	-2%	1.3%	x	i	0.2	i	43	3%	1.2	42	0.3%[50 µM]	7%
O=C1CCCN1CCC(=O)N1CCCC(Nc2ccc(F)cc2)C1 (centres undefined)	8%	1.3%	x	i	0.9	i	38	21%	1.0	63	0.0%	-5%
COc1ccc(-n2ncc3c2CC(C)(C)CC3NC(=O)CSc2ccccn2)cc1 (centres undefined)	6%	1.9%	x	i	1.9	i	21	-3%	0.7	73	0.0%	2%
CC1CCN(C(=O)COc2ccc3ccccc3c2Br)CC1	6%	u	x	i	0.7	i	5	14%	2.7	61	-0.2%	4%
Cc1cccc(N2CCN(C(=O)c3ccc4c(c3)OCCO4)CC2C)c1 (centres undefined)	15%	2.6%	1	i	0.2	i	54	4%	2.0	60	0.6%	-1%
Nc1nc(-c2ccc(Cl)cc2Cl)cn1N	7%	2.6%	0.6	i	0.1	i	14	10%	-0.8	87	1.1%	2%
S=C(NCc1ccco1)N1CCN(C(c2ccccc2)c2ccccc2)CC1	6%	6.6%	1	i	1.1	i	20	11%	1.0	48	4.5%	-3%
O=C1NNC(c2ccccc2)=N/C1=C\c1ccco1	16%	x	x	i	0.7	i	38	47%	0.8	41	1.2%	-4%
COc1ccccc1Oc1ccc(S(=O)(=O)Nc2cccnc2)cc1	-2%	0.1%	1	i	5.2	i	55	0%	0.1	46	3.6%	-2%
Cc1ccc2cc(CCNC(=O)c3cccs3)c(=O)[nH]c2c1C	14%	2.9%	1.1	i	1.8	i	36	-7%	3.7	104	2.5%	28%
COc1cccc(/C=N/NC(=O)c2c(-c3ccccc3)noc2C)c1O	8%	8.1%	0.9	+	0.8*	i	41	25%	1.2	43	-0.5%	-1%
Nc1nc(-c2nc3ccccc3[nH]2)cs1	10%	2.5%	1.1	i	0.9	i	25	9%	2.0	72	i	-6%
O=C(Nc1ccccc1N1CCOCC1)c1cccnc1	2%	4.5%	1.1	i	1.0	i	63	12%	1.8	71	0.3%	5%
COc1ccc(/C=C(\NC(=O)c2ccc(OC)c(OC)c2)C(=O)N2CCN(C)CC2)cc1	7%	0.7%	x	i	0.8	i	27	26%	-0.5	59	0.1%	-3%
COc1cc(NC(=O)c2cccs2)c(C(=O)OCC(=O)NC(C)c2ccccc2)cc1OC (centres undefined)	-1%	2.0%	1.1	i	0.6	i	23	7%	4.3	72	-0.3%	-12%
COc1ccc(C2CC(=O)c3cnc(NC(=O)c4ccccc4OC)nc3C2)c(OC)c1 (centres undefined)	11%	3.9%	1.1	i	1.1	i	28	5%	0.3	37	0.0%	-2%
COc1ccccc1C(=O)NCC(=O)OC(C)C(=O)NC1CCCCC1C (centres undefined)	4%	-0.2%	x	i	1.0	i	41	x	0.2	75	0.9%[50 µM]	x
N#CCCn1c(C2CCCCC2)nc2ccccc21	14%	1.4%	1.1	i	0.7	i	20	4%	-1.6	59	0.5%	5%
COC(=O)c1ccc(S(=O)(=O)NNC(=O)c2ccc(S(=O)(=O)N3CCCCC3)cc2)cc1	5%	2.0%	1	i	0.2	i	5	3%	2.0	63	0.0%[50 µM]	-6%
Cc1cc(O)c(/C=N/OCc2ccc(Cl)cc2Cl)c(=O)o1	6%	5.1%	1.1	i	0.3	i	62	-9%	-0.9	54	2.2%	-8%

# (continued)
molecule	Rac1 GTP hydrolysis	RSV antiviral HEp-2	TNAP activators	Myeloid diff 2	Myeloid diff 2 GFP+ MAC1+ %	T cell modulator	T cell modulator vesicle-bound %	SV40 large T antigen	NTR1 ag	NTR1 ag cell count 20 µM	UTI89 phage lysis	Salmonella PhoP GFP
Cc1c(C)n(CCc2ccccc2)c2ncnc(NCCO)c12	5%	u	x	i	0.8	i	52	12%	-0.2	43	0.0%	-5%
CCOC(=O)c1c(C)[nH]c(C(=O)COC(=O)/C=C/c2ccc(OC(F)F)cc2)c1C	5%	10%	1.1	i	0.9	i	11	5%	-0.9	74	0.4%	5%
Cn1c(N)c(C(=O)COc2ccc(C#N)cc2)c(=O)n(C)c1=O	15%	0.7%	1.1	i	0.5	i	11	1%	0.4	67	0.3%	1%
CC(=O)c1ccc(/C=C/c2nc3ccccc3n2C)o1	x	0.9%	x	i	0.3	i	44	20%	-0.2	50	x	-15%
COc1ccc(CC(=O)NNC(=O)c2cnccn2)cc1	6%	1.1%	1.1	i	0.1	i	64	6%	-1.8	98	0.0%	1%
O=S(=O)(NC1=NCCC1)c1ccc(F)cc1F	-2%	-0.5%	1.1	i	0.2	i	14	8%	1.1	41	-1.1%	-11%
CCOC(=O)c1ccc2c(c1)nc(SCC(=O)NC(C)C)n2CC	7%	-0.4%	1	i	1.0	i	47	7%	2.4	60	0.0%	-4%
Cc1c([N+](=O)[O-])c([N+](=O)[O-])nn1CC(=O)NCCc1ccccc1	8%	0.0%	1.6	i	0.7	i	46	6%	3.5	67	5.8%	13%
O=C(CN1C(=O)CSCC1=O)Nc1ccc2c(c1)OCO2	14%	0.5%	1.1	i	0.0	i	55	21%	-1.1	56	0.1%	-2%
CN(N)c1nc(N2CCCC2)nc(N2CCCC2)n1	8%	3.4%	x	i	0.0	i	54	0%	1.3	53	0.4%	x
CC(=O)Nc1c(O)nc(SCC(=O)Nc2nnc(SCc3ccccc3)s2)[nH]c1=O	10%	-1.6%	0.9	i	0.4	i	34	14%	-1.2	40	-1.6%	-1%
NC(=O)C1CC(=O)N(c2ccc(OCC(=O)Nc3ccc(Cl)cc3)cc2)C1 (centres undefined)	8%	-0.1%	x	i	0.5	i	26	4%	-0.2	50	-0.1%	2%
Cc1ccc([N+](=O)[O-])cc1S(=O)(=O)Nc1ccc(C(=O)NCC2CCCO2)cc1 (centres undefined)	7%	0.3%	x	i	1.0	i	34	x	2.4	57	0.3%[50 µM]	x
CCCn1c(-c2ccc(F)cc2)cnc1SCC(=O)O	1%	0.3%	1	i	2.2	i	37	3%	-1.6	51	1.7%	-3%
